All columns: NCI-60 one-dose screen, growth in % after 48 h at 10 µM unless noted; 100 = growth as untreated, 0 = no growth, -100 = all killed.
OVCAR-5: OVCAR-5 ovarian cancer; actives 2.9% (n = 82,000)
SF-295: SF-295 CNS cancer cells | actives 5.6% (n = 79,000)
SK-OV-3: SK-OV-3 ovarian cancer cells; actives 3.2% (n = 80,000); AID 1794785
PC-3: PC-3 prostate cancer cells. actives 3.9% (n = 80,000). AID 1794754
OVCAR-8: OVCAR-8 ovarian cancer. actives 4.4% (n = 81,000). AID 1794782
U251: U251 CNS tumor cells; actives 5.4% (n = 80,000); AID 1794753
OVCAR-3: OVCAR-3 ovarian cancer; actives 7% (n = 79,000); AID 1794787
DU-145: DU-145 prostate cancer | actives 4.2% (n = 81,000) | AID 1794760
OVCAR-4: OVCAR-4 ovarian cancer cells; AID 1794784; actives 3.7% (n = 80,000)
The depositor's hits bear a star; nt = not tested or not shown. How the source made its calls: active means growth percent below 10; inactive means the rest.

#1 NS(=O)(=O)Nc1ccc(C(=O)NC(C(=O)NO)c2ccc(-c3cc(F)c(F)c(F)c3)cc2)cc1 (stereo not given)
#2 COc1ccc(/C(=C2\O[C@@H]([C@H]3COC(C)(C)O3)[C@H]3OC(C)(C)O[C@@H]23)c2cc(OC)c(OC)c(OC)c2)cc1O
#3 Cc1nc(C#N)c(N2CCC(c3nc(-c4ccccc4)no3)CC2)o1
#4 CN(C)c1ccc(/C=C/C=N/NC(=O)CSc2nc3ccccc3c(=O)n2CCc2ccc(S(N)(=O)=O)cc2)cc1
#5 CCN(CC)C(=S)SCCO
#6 S=C1SC2=Nc3ccc(Cl)cc3C(c3ccccc3)N2C2=NCCN12 (stereo not given)
#7 CCOC(=O)c1c(C)nc2c(c1N)/C(=C/c1ccccn1)C(=O)N2Cc1ccccc1
#8 CC1(C)[C@@H](NCO)CC[C@]2(C)[C@H]3C(=O)C=C4[C@@H]5C[C@](C)(CO)CC[C@]5(C)CC[C@@]4(C)[C@]3(C)CC[C@@H]12

Assay by compound,1,2,3,4,5,6,7,8
OVCAR-5,104.8,95.4,92.4,96.6,109.6,102.9,64.1,66.1
SF-295,103.5,85.2,98.9,83.3,106.3,90.8,65.6,2.2*
SK-OV-3,nt,38.0,nt,137.2,110.8,121.1,65.9,92.8
PC-3,79.7,30.6,98.2,87.4,102.5,79.1,2.0*,31.3
OVCAR-8,94.6,68.3,99.8,78.9,102.8,99.9,-7.3*,70.9
U251,91.9,46.2,100.2,96.5,98.2,89.6,-87.4*,18.9
OVCAR-3,99.2,48.0,107.0,110.2,105.6,101.2,-19.0*,85.4
DU-145,106.6,34.8,105.3,104.9,106.7,122.7,12.6,79.4
OVCAR-4,95.7,99.2,95.2,119.7,113.1,93.8,47.8,55.4

#9 COC(C)CCOC(=O)c1cccc(C)c1 (stereo not given)
#10 C#Cc1cccc(Nc2nc(Cl)nc3cc(NC(=O)CCl)ccc23)c1
#11 O=C(O)c1ccc(-n2cc(C(=O)O)c(-c3ccc4ccccc4c3)n2)cc1
#12 O=[N+]([O-])c1cccc(C2c3ccccc3Oc3ccccc32)c1
#13 COc1ccc(OC)c(-c2cc(-c3ccccc3)c(C#N)c(SC)n2)c1
#14 CCN(CC)CCNc1ccc(N=Nc2cnc3ccccc3c2)c2ccccc12
#15 CN(C)c1ccc(Nc2c3ccccc3nc3ccccc23)cc1
#16 FC(F)(F)Sc1ccc(/C=C/c2cc(/C=C/c3ccc(SC(F)(F)F)cc3)n(-c3cccc(C(F)(F)F)c3)n2)cc1

Assay by compound,9,10,11,12,13,14,15,16
OVCAR-5,108.8,-92.0*,111.6,90.8,77.7,-86.6*,43.7,111.4
SF-295,97.7,-86.9*,98.3,76.9,86.3,-53.9*,-7.6*,115.0
SK-OV-3,99.3,-18.9*,99.1,84.1,85.0,-77.2*,22.0,106.0
PC-3,97.1,-85.6*,101.1,84.2,79.4,-83.8*,33.0,95.9
OVCAR-8,101.5,-23.9*,116.3,89.4,95.5,-90.1*,23.5,102.8
U251,100.0,-81.8*,107.9,94.7,96.0,-76.9*,23.0,96.3
OVCAR-3,103.9,-88.1*,108.1,91.7,100.2,-73.2*,-11.7*,102.3
DU-145,102.5,-93.5*,105.0,101.4,91.0,-85.1*,nt,105.0
OVCAR-4,111.7,-66.4*,105.7,91.0,81.8,-25.3*,1.6*,110.2

Pulled by structure from the list above, 4 records:
#15 CN(C)c1ccc(Nc2c3ccccc3nc3ccccc23)cc1
#16 FC(F)(F)Sc1ccc(/C=C/c2cc(/C=C/c3ccc(SC(F)(F)F)cc3)n(-c3cccc(C(F)(F)F)c3)n2)cc1
#13 COc1ccc(OC)c(-c2cc(-c3ccccc3)c(C#N)c(SC)n2)c1
#14 CCN(CC)CCNc1ccc(N=Nc2cnc3ccccc3c2)c2ccccc12

Assay by compound,15,16,13,14
OVCAR-5,43.7,111.4,77.7,-86.6*
SF-295,-7.6*,115.0,86.3,-53.9*
SK-OV-3,22.0,106.0,85.0,-77.2*
PC-3,33.0,95.9,79.4,-83.8*
OVCAR-8,23.5,102.8,95.5,-90.1*
U251,23.0,96.3,96.0,-76.9*
OVCAR-3,-11.7*,102.3,100.2,-73.2*
DU-145,nt,105.0,91.0,-85.1*
OVCAR-4,1.6*,110.2,81.8,-25.3*

Next section.
#17 NC1=C(O)C(=O)C(c2cccc3ccccc23)O1 (stereo not given)
#18 COC1(OC)C2C(Cl)=C(Cl)C1(Cl)C(Br)C2c1ccccc1 (stereo not given)
#19 C=C(NC(=O)C(=C)NC(=O)c1csc(C2=NC3c4csc(n4)C4NC(=O)c5csc(n5)C(C(C)(O)C(C)O)NC(=O)C5CSC(=N5)/C(=C/C)NC(=O)C(C(C)O)NC(=O)c5csc(n5)C3(CC2)NC(=O)C(C)NC(=O)C(=C)NC(=O)C(=C)NC(=O)C(C(C)C)NC2C=Cc3c(C(C)O)cc(nc3C2O)C(=O)OC4C)n1)C(N)=O (stereo not given)
#20 Cc1ccc(Nc2ccc3c4c(cc(=O)n3C)-c3ccccc3C(=O)c24)c(S(=O)(=O)O)c1
#21 Cn1cc(-c2nc(-c3c[nH]c4c(Cl)nccc34)cs2)c2cc(F)ccc21
#22 COC(=O)c1cc(O)c2c(c1C(=O)OC)C[C@H]1[C@@H]3CC=C4C[C@@H](O)CC[C@]4(C)[C@H]3CC[C@]21C
#23 CN1CCN(C)Cc2ccccc2C2=NN=C(O2)c2cccc(n2)C2=NN=C(O2)c2ccccc2CN(C)CC1
#24 O=S(=O)(NCc1ccccc1)c1ncnc2nc[nH]c12

Assay by compound,17,18,19,20,21,22,23,24
OVCAR-5,99.3,106.6,52.6,104.2,119.0,61.4,81.8,105.7
SF-295,101.3,109.9,26.6,95.6,105.3,-14.5*,50.0,103.8
SK-OV-3,92.4,84.7,61.9,96.8,100.0,83.7,84.5,108.3
PC-3,81.3,81.9,9.6*,96.3,92.9,41.3,75.4,104.7
OVCAR-8,93.6,93.8,nt,106.7,89.6,63.9,44.2,87.2
U251,101.2,87.3,-46.0*,104.1,85.8,37.5,71.0,86.0
OVCAR-3,108.4,79.6,13.4,109.1,113.7,33.2,68.2,110.8
DU-145,113.9,99.1,-23.0*,110.4,97.4,79.0,39.5,110.6
OVCAR-4,96.9,75.5,6.5*,103.5,88.0,nt,54.4,nt

#25 COc1ccc(C2OCC3(CO)COC(c4ccc(OC)c(OC)c4)N23)cc1OC (stereo not given)
#26 Clc1ccc(/C=N\Nc2ccccn2)c(Cl)c1
#27 C=Cc1cc2oc3ccccc3c(=O)c2c(O)c1-c1cc(OC)c2c(Cl)c(CCC)n(C)c(=O)c2c1O
#28 CCOC(=O)c1sc2ccc(NCc3cnc[nH]3)cc2c1NC(=O)c1ccc(C)cc1
#29 COC(=O)C1(O)NC(=C(C#N)C#N)C(C#N)=C1C(=O)c1ccc(OC)c(OC)c1 (stereo not given)
#30 N#CCCSC(=N)N
#31 CCCCCC(=O)OC1CCCCC1
#32 Cl/C=C(/Cl)c1ccccc1

Assay by compound,25,26,27,28,29,30,31,32
OVCAR-5,106.0,105.9,99.2,100.0,110.6,103.0,90.2,117.4
SF-295,122.4,67.4,97.8,98.9,104.8,95.3,101.7,107.6
SK-OV-3,111.7,92.1,101.0,95.4,98.6,106.5,110.5,111.0
PC-3,84.6,69.3,88.0,97.2,76.9,95.0,102.1,101.8
OVCAR-8,96.3,73.8,100.8,92.3,92.0,97.9,100.8,98.8
U251,93.0,79.3,97.7,98.2,92.5,101.1,99.6,100.1
OVCAR-3,111.5,88.4,101.9,97.0,107.0,108.9,91.4,123.7
DU-145,112.6,109.7,107.3,108.5,110.6,104.8,99.7,127.1
OVCAR-4,100.0,52.1,97.8,87.4,117.7,107.6,106.9,120.7

#33 COc1ccc(Nc2nc(N)nc3c2CCN(Cc2ccc(OC)cc2OC)C3=O)cc1
#34 OC(CCC(O)(c1ccccc1)c1ccccc1)(c1ccccc1)c1ccccc1
#35 Cc1cccc(C)c1NC(=O)Cn1c(-c2nonc2N)nc2ccccc21
#36 CC(=O)Nc1ccc2c(c1)Cc1c(F)c(F)c(F)c(F)c1-2
#37 CCOC(=O)COc1c(C)cccc1C
#38 COc1ccc(C2=NN(C(C)=O)C(c3cc(-c4cc5ccccc5o4)n(-c4ccccc4)n3)C2)cc1 (stereo not given)
#39 COc1ccc(-c2cn[nH]c2-c2cc(OC)c3c(c2)OCO3)cc1
#40 CCOc1ccccc1[C@H]1C(C(=O)c2ccc(Cl)cc2)C2(N[C@@H]1c1ccccc1)C(=O)Nc1ccc(Br)cc12 (stereo not given in full)

Assay by compound,33,34,35,36,37,38,39,40
OVCAR-5,72.5,97.2,77.9,44.1,89.3,104.9,46.1,-20.8*
SF-295,57.1,65.1,72.0,90.5,99.1,101.1,-10.4*,-42.6*
SK-OV-3,90.5,102.7,60.5,113.0,99.8,95.2,-1.1*,24.4
PC-3,90.0,24.4,84.7,81.9,79.8,93.7,11.1,5.3*
OVCAR-8,82.6,84.7,101.6,79.6,93.7,105.3,11.7,12.1
U251,75.4,87.7,86.6,78.8,98.0,105.9,9.3*,0.4*
OVCAR-3,88.0,nt,109.6,104.9,112.3,119.5,-12.3*,-4.8*
DU-145,88.6,nt,113.7,96.4,110.6,107.0,12.4,23.0
OVCAR-4,91.2,99.4,99.1,85.7,100.2,105.4,51.0,13.7

#41 O=C(O)CCCCSc1ncnc2nc[nH]c12
#42 NC(=O)CCCCC(N)=O
#43 C=CCNCc1cc(O)c(CNCC=C)cc1O
#44 Cc1ccc(/C=N/NC(=O)CSc2nc3ccccc3c(=O)n2CCc2ccc(S(N)(=O)=O)cc2)cc1
#45 COc1ccc2c(c1)c(CC(=O)O)c(C)n2C(=O)c1ccc(Cl)cc1
#46 Cc1c(NC(=S)Nc2ccc(S(=O)(=O)Nc3ccc(Cl)nn3)cc2)n(-c2ccccc2)c(=O)n1C
#47 Cc1cccc2cc(-c3cc4ccccc4[nH]3)/c(=N\Nc3ccc(Cl)cc3)oc12
#48 COc1cccc(Nc2ncnc3cc(NC(=O)CCl)ccc23)c1

Assay by compound,41,42,43,44,45,46,47,48
OVCAR-5,102.4,106.8,109.9,103.9,105.1,99.8,96.1,-82.2*
SF-295,100.8,112.3,109.1,91.8,68.6,100.7,87.4,-19.0*
SK-OV-3,92.9,121.8,92.1,125.8,119.0,nt,85.1,-15.9*
PC-3,99.1,90.7,92.2,94.0,103.8,96.5,73.9,-80.3*
OVCAR-8,98.3,135.8,92.2,79.3,104.0,97.5,88.8,-36.6*
U251,95.5,114.1,93.4,100.7,90.3,103.3,90.9,-99.2*
OVCAR-3,100.0,122.8,103.5,106.0,124.9,108.6,70.9,-82.9*
DU-145,101.2,121.5,100.2,100.4,107.0,107.2,98.6,-74.0*
OVCAR-4,116.1,115.3,96.0,100.4,101.8,95.3,88.1,-59.5*

#49 COc1ccc(OC)c(/C=C2/C=C(c3ccc(Cl)cc3)N(CCc3ccc(S(N)(=O)=O)cc3)C2=O)c1
#50 Cc1nc2sc(C(=O)Nc3cncc4ccccc34)c(N)c2cc1C(C)O (stereo not given)
#51 Cc1cc2c(c(=O)o1)C(c1ccc(OC(=O)N3CCOCC3)cc1)C(C#N)=C(N)O2 (stereo not given)
#52 Cc1ncc(-c2ccoc2)c(NC2CCCCCC2)n1
#53 O=C(Oc1cc([N+](=O)[O-])ccc1Cl)Oc1cc([N+](=O)[O-])ccc1Cl
#54 Nc1c2c(nc3ccc(Br)cc13)CC(c1ccc(Cl)cc1)CC2=O (stereo not given)
#55 COc1cc(CNC(=O)C[C@H](C)CCC=C(C)C)ccc1OCc1cn(-c2ccc(Cl)c(Cl)c2)nn1
#56 C[C@H]1[C@H](C)CC[C@]2(CO)CC[C@]3(C)C(=CC[C@@H]4[C@@]5(C)Cc6c([nH]c7ccccc67)C(C)(C)[C@@H]5CC[C@]43C)[C@H]12

Assay by compound,49,50,51,52,53,54,55,56
OVCAR-5,83.7,104.7,98.9,107.0,93.5,105.6,86.4,116.0
SF-295,64.8,93.0,100.3,102.4,95.5,96.2,80.5,81.2
SK-OV-3,83.6,96.4,101.1,93.8,101.3,101.1,99.0,96.9
PC-3,34.5,83.9,102.9,105.5,94.7,97.0,65.9,68.5
OVCAR-8,47.5,103.4,103.5,99.1,108.3,103.9,46.3,77.0
U251,71.2,93.2,100.5,93.5,100.3,109.3,48.2,72.4
OVCAR-3,64.8,108.4,108.6,101.4,98.0,121.3,60.1,87.4
DU-145,80.8,113.2,112.1,109.6,102.8,97.8,76.8,71.1
OVCAR-4,74.1,103.7,109.4,105.1,99.3,96.0,53.4,89.8

#57 COc1ccc(Nc2nc3cccnc3nc2C)cc1
#58 O=C1c2cccc3cccc(c23)C(=O)N1N1C(=O)c2cccc3c(-c4ccc(F)cc4)ccc(c23)C1=O
#59 Cc1ccc(C2CC(c3cccc(Nc4ccncc4)c3)=NN2C=O)cc1 (stereo not given)
#60 C=C(C)C(=O)OCC(CC)(COC(=O)C(=C)C)COC(=O)C(=C)C
#61 CCOC(=O)C1=C(C(=O)OCC)N(c2ccc(Cl)cc2)C(N)=C(C#N)C1c1cc(=O)[nH]c2ccccc12 (stereo not given)
#62 OCC1COc2ccccc2O1 (stereo not given)
#63 COC(=O)c1cnc(N)s1

Assay by compound,57,58,59,60,61,62,63
OVCAR-5,98.8,111.9,114.6,102.1,98.7,108.6,102.2
SF-295,109.1,103.9,90.9,91.4,93.4,109.6,102.9
SK-OV-3,99.2,115.6,86.0,100.0,118.3,109.8,103.0
PC-3,116.5,101.1,89.9,78.0,108.2,101.4,96.2
OVCAR-8,90.7,103.9,100.1,99.3,97.8,109.3,110.7
U251,91.1,112.3,91.0,94.0,106.3,103.5,105.5
OVCAR-3,106.3,nt,99.5,106.4,104.6,109.4,118.6
DU-145,109.5,110.3,97.7,109.3,106.9,115.2,123.5
OVCAR-4,105.1,109.4,89.6,96.9,100.5,106.5,115.7
